MsrA act: activates bovine MsrA enzyme; purified bovine MsrA, absorbance read-out; AID 602163; hit rate 0.3% among 360,000; activation, % at 10.6 µM; in the data active = activation above about 7.5%;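 note: 0% = vehicle and 100% = reference activator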
CSN deneddyl inh: inhibitors of human CSN-mediated cullin deneddylation | Purified CSN, SCF-Nedd8-OG deneddylation, fluorescence polarization | hit rate 0.38% among 360,000 | Q92905 | AID 651999 | inhibition, % at 12.5 µM;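 active = pattern-corrected inhibition above about 35%, with an unprinted fluorescence ratio check between 0.5 and 1.5, limit read from the data, passing the limit was not always enough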;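 note: 0% = enzyme with substrate and 100% = substrate without enzyme; some results filed as inactive read as strong as hits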
Target sequence (Q92905 whole entry, looked up, one chain of several): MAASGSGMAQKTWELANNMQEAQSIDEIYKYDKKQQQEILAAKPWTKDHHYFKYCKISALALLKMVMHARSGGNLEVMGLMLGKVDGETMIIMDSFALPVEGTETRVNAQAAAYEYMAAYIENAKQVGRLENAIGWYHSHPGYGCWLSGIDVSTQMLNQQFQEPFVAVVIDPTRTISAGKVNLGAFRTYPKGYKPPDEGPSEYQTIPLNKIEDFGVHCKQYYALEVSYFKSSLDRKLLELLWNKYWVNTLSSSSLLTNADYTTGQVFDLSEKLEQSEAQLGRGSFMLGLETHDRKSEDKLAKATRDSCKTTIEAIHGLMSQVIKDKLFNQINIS
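Assay system: purified human Csn5 enzyme expressed in HEK293T cells; measure: % inhibition; also added: SCFSkp2-Nedd8OG substrate at 10 nM final; technique: fluorescence polarization; times: reaction 90 min, room temperature; medium: Tris buffer pH 7.5, NaCl, DTT, Tween-20, trehalose, ovalbumin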
TbMetRS inhib: blocks T. brucei methionyl-tRNA synthetase activity | purified T. brucei MetRS, ATP depletion, Kinase-Glo luminescence | inhibition, % at 11.9 µM | hit rate 0.4% among 360,000 | AID 624268;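 active = inhibition above a per-plate cutoff of the control wells' mean inhibition plus 3 SD, cut at about 5.5% in these data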;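 note: 0% = DMSO wells median and 100% = median of wells with control inhibitor compound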
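System: purified T. brucei MetRS enzyme / Detection: Kinase-Glo luciferase luminescence reporting remaining unconsumed ATP / Medium: HEPES buffer with MgCl2, KCl, DTT, spermine, BSA, pyrophosphatase / Replication: singlicate, one well per compound / Evaluation: percent inhibition relative to median high and low control wells / Schedule: 2 h aminoacylation at 25 °C after 15 min preincubation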
Rin1 Abl inh: inhibitors of human Rin1-Abl protein interaction | TR-FRET Rin1/Abl binding, biochemical | inhibition, % at 7.35 µM | hit rate 0.4% among 360,000; in the data active = inhibition above about 5%, passing the limit was not always enough
FAS TE block: FAS thioesterase (human) inhibition; AID 602261; P49327; inhibition, % at 15 µM; hit rate 0.67% among 360,000; recombinant FAS-TE, OMFH fluorogenic substrate, fluorescence endpoint;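 active = compounds whose normalised, plate-corrected inhibition of enzyme fluorescence in the single-dose primary screen is 50% or more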;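 note: 0% = DMSO with enzyme and 100% = substrate without enzyme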
MsrA inh: inhibits bovine methionine sulfoxide reductase A | inhibition, % at 15.5 µM | hit rate 0.75% among 360,000 | purified bovine MsrA, absorbance read-out; in the data active = inhibition above about 4.5%;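 note: 0% = vehicle wells with enzyme and 100% = reference inhibitor wells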
MLLE-PAM2 inh: inhibitors of microRNA-mediated deadenylation, human PABP1 MLLE binding; GST-MLLE / FITC-PAM2 fluorescence polarization; inhibition, % at 20 µM; hit rate 0.36% among 360,000; AID 588489; in the data active = inhibition above about 35%, passing the limit was not always enough;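 note: plate controls were DMSO wells with GST-MLLE for no effect and wells lacking GST-MLLE protein for full effect; some results filed as inactive read as strong as hits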
Neddylation inh: cullin neddylation inhibition. P61081+Q13564. TR-FRET cullin neddylation, biochemical. calls only at 25 µM. hit rate 0.58% among 360,000. AID 651699; in the data active = inhibition above about 36%
E coli Lon inh: E. coli protease La inhibition; hit rate 0.42% among 360,000; inhibition, % at 7.94 µM; purified E. coli Lon protease, fluorescence polarization; in the data active = inhibition above about 13%, passing the limit was not always enough;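 note: 0% = enzyme with probe and DMSO and 100% = no enzyme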
Target sequence (P0A9M0 whole entry, looked up): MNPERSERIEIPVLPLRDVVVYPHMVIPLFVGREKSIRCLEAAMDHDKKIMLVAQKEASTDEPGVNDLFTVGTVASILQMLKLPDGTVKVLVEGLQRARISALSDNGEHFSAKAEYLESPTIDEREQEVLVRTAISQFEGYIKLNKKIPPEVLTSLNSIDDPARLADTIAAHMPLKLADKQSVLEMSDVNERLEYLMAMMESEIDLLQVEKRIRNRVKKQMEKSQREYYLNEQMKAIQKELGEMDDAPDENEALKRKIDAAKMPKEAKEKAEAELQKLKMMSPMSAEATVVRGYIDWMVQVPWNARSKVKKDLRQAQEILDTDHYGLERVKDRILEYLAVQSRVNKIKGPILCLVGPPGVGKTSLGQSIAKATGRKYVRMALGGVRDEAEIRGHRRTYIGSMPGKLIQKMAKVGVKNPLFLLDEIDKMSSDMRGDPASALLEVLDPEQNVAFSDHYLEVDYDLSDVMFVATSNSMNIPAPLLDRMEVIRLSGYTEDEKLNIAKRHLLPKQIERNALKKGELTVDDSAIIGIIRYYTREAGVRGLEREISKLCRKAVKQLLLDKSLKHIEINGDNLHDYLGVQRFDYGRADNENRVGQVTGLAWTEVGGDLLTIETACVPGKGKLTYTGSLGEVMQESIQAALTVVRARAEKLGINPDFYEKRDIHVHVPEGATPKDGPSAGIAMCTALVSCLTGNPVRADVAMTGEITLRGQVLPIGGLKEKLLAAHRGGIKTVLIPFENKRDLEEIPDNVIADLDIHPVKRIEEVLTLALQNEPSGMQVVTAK
Starred values were filed as active, the others as inactive; i = inactive; · = not tested or not shown; + = active, no number. Not a hit list; about 4% have a hit in one of these screens.

SMILES	MsrA act	CSN deneddyl inh	TbMetRS inhib	Rin1 Abl inh	FAS TE block	MsrA inh	MLLE-PAM2 inh	Neddylation inh	E coli Lon inh
COc1ccccc1-n1c(SCC(=O)N2CCCCC2)nc(O)c(Cc2ccccc2)c1=O	-1	-1	-0.2	4	-5	0.9	16	i	0
NC(=O)c1cc(NC(=O)c2cc(Br)c(Br)s2)cc(C(N)=O)c1	-3	15	-0.4	6	4	-0.3	-9	i	-8
C[C@H](CO)N1C[C@H](C)[C@@H](CN(C)S(=O)(=O)c2cn(C)cn2)Oc2ccc(NC(=O)Nc3ccccc3)cc2C1=O	-2	-1	1.0	1	-11	-0.4	0	i	-6
CN(C)S(=O)(=O)n1cc(/C=C(\NC(=O)c2ccccc2F)C(=O)N2CCOCC2)c2ccccc21	-11	1	-1.1	2	-6	0.8	-11	i	-9
COc1ccc(C(=O)Nc2cccc(OC(=O)c3ccco3)c2)cc1	-5	2	-1.1	-2	5	0.8	-1	i	1
CCOCCCNC(=S)Nc1ccc2nc(N3CCN(CC)CC3)cc(C)c2c1	0	0	-1.9	-4	-2	1.2	8	·	-9
CCCCn1c(N)c(N(CC)C(=O)C2COc3ccccc3O2)c(=O)[nH]c1=O (stereo not drawn)	-2	-1	-0.3	3	-6	0.3	-13	i	-5
Nc1nonc1-n1nnc(C(=O)N/N=C/c2ccc(OCc3ccccc3)cc2)c1CNc1ccccc1	-1	-1	0.1	1	-2	2.0	4	i	-5
CCCCNC(=O)CNC(=S)N(Cc1cc(OC)c(OC)c(OC)c1)C1CCCC1	-6	1	-0.6	-2	-8	1.0	-131	i	11
Cc1cc(C)c2[nH]c(=O)c(CN(Cc3cccs3)C(=S)NCC3CCCO3)cc2c1 (stereo not drawn)	-3	-1	0.3	0	25	0.8	-139	i	1
CN(C(=O)c1cccc(C#N)c1)c1nnc(-c2ccccn2)s1	-6	-2	-0.9	5	-1	-0.5	14	i	-6
CCOC(=S)SCC(=O)Nc1ncc(C)s1	-6	3	-0.7	0	-12	0.7	35	i	6
COC(=O)CN1C(=O)C(C)=C(c2ccc(C)cc2)S1(=O)=O	2	5	0.4	0	-5	2.0	-1	i	2
S=c1nc(COc2ccccc2)[nH]c2ccccc12	0	-2	0.0	-7	1	0.2	16	i	6
CCN(Cc1ccncc1)Cc1ccc(OC)cc1OC	-2	3	0.5	1	-7	0.1	6	i	-1
O=C1/C(=C/c2cccs2)COc2ccccc21	-7	7	-1.1	-2	4	0.4	-3	i	15
CN1CCN(Cc2cccc(Oc3ccccc3)c2)CC1	-1	4	-0.2	3	1	-1.4	4	i	0
CC(C)OCCCNC(=S)N1CCC(C(=O)c2ccc3c(c2)OCCO3)CC1	-1	-4	-0.8	2	-38	-0.4	-141	i	-4
O=C(NC(Nc1nc2ccc([N+](=O)[O-])cc2s1)(C(F)(F)F)C(F)(F)F)c1ccccc1Cl	-2	13	0.7	0	23	1.0	-56	i	-26
CCS(=O)(=O)N1CCN(S(=O)(=O)c2ccc3ccccc3c2)CC1	-3	-3	0.3	-6	0	0.9	5	i	1
CN(CC(=O)Nc1c(Cl)cccc1Cl)CC(=O)N1CCc2ccccc21	-4	0	-0.4	2	0	-1.0	3	i	-2
COc1cc(OC)cc(C(=O)Nc2nc(CC(=O)NCc3ccccc3OC)cs2)c1	4	0	-0.6	2	6	-0.4	-4	i	-3
COc1cc(/C=C/c2nnc3c4ccccc4ncn23)cc(OC)c1OC	-4	-9	-0.3	0	8	0.4	3	+	6
CCOc1ccccc1N1CN(C2CCCCC2)CNC1=S	-2	-2	-0.8	-4	-2	-1.0	-104	i	1
N#C/C(=C/c1ccc(OCc2ccc(C(=O)O)cc2)c(Br)c1)c1cccc(F)c1	-2	10	0.5	-1	16	1.6	1	i	-1
CCc1nc2ccc(C(=O)N3CCN(C(=O)c4ccco4)CC3)cn2c1N(C)CCC(C)C	1	-3	-0.3	0	3	1.1	5	i	-3
CCOc1ccc(S(=O)(=O)Nc2cc(Cl)ccc2O)cc1	-9	4	16*	-1	-4	0.6	-3	i	0
O=C(NCC1CCCO1)c1cccc(NC(=O)c2ccc(Br)cc2)c1 (stereo not drawn)	0	3	0.1	0	0	-1.4	-1	i	2
CCCNc1nc(C)cc(-c2cc(C(=O)NC3CCCC3)on2)n1	-10	-1	-0.5	-1	0	-1.0	-7	i	0
CCOC(=O)c1c(C)[nH]c(C(=O)CN2C(=O)NC(C)(c3ccc(C)cc3)C2=O)c1C (stereo not drawn)	4	0	-0.4	0	4	-0.7	-16	i	-8
CCCCCCCCCSc1n[nH]c(N)n1	-5	-3	0.0	4	-19	0.6	-17	i	-12
CCC(C)c1ccc(Nc2ncccc2C#N)cc1 (stereo not drawn)	0	2	0.0	-1	21	0.3	-6	i	-3
COc1ccc(Nc2nnc(SCc3cc([N+](=O)[O-])cc4c3OCOC4)s2)cc1	0	-4	-0.8	0	6	0.7	-76	i	-7
COC(=O)C1=C(C)N(C)C(=O)/C1=C\c1cccs1	-4	4	-0.6	-5	-6	1.6	2	i	-4
CC1CCCN(C(=O)c2ccc(S(=O)(=O)Nc3ccccc3Cl)cc2)C1 (stereo not drawn)	-6	4	-0.1	3	-6	0.7	13	i	-10
COc1ccc(S(=O)(=O)NCC2CCCN(Cc3cccc(C(C)=O)c3)C2)cc1 (stereo not drawn)	-3	-3	0.0	-3	0	1.1	0	i	-4

Compound profiles, as listed above. Order of values: MsrA act, CSN deneddyl inh, TbMetRS inhib, Rin1 Abl inh, FAS TE block, MsrA inh, MLLE-PAM2 inh, Neddylation inh, E coli Lon inh
`CCOC(=S)SCC(=O)Nc1ncc(C)s1` reads -6, 3, -0.7, 0, -12, 0.7, 35, i, 6
`COc1ccc(S(=O)(=O)NCC2CCCN(Cc3cccc(C(C)=O)c3)C2)cc1` (stereo not drawn) reads -3, -3, 0.0, -3, 0, 1.1, 0, i, -4
`CCc1nc2ccc(C(=O)N3CCN(C(=O)c4ccco4)CC3)cn2c1N(C)CCC(C)C` reads 1, -3, -0.3, 0, 3, 1.1, 5, i, -3
`COc1cc(/C=C/c2nnc3c4ccccc4ncn23)cc(OC)c1OC` reads -4, -9, -0.3, 0, 8, 0.4, 3, +, 6
`Cc1cc(C)c2[nH]c(=O)c(CN(Cc3cccs3)C(=S)NCC3CCCO3)cc2c1` (stereo not drawn) reads -3, -1, 0.3, 0, 25, 0.8, -139, i, 1

(list continues)
SMILES	MsrA act	CSN deneddyl inh	TbMetRS inhib	Rin1 Abl inh	FAS TE block	MsrA inh	MLLE-PAM2 inh	Neddylation inh	E coli Lon inh
COc1ccc(C(=O)N/N=C(\N)c2cc3ccccc3oc2=O)cc1	-3	5	-0.5	3	-4	-0.2	9	i	-1
Cc1ccc(S(=O)(=O)Nc2cc3c4c(c2)CCN4C(=O)CC3)cc1	-8	-5	-0.5	3	-6	-0.1	0	i	2
Cc1ccc(Nc2c3c(nc4ccccc24)CCC3)cc1	-4	2	-0.4	-3	7	1.0	2	i	0
Cc1ccc(NS(=O)(=O)c2cc(C(=O)NCc3cccnc3)ccc2C)cc1	-2	2	-0.2	1	0	-1.2	4	i	-5
COc1ccc(CCc2nnc(CCC(=O)NCC3CCCO3)o2)cc1 (stereo not drawn)	1	-2	0.1	3	-6	0.3	6	i	-4
CCN1Cc2ccccc2-c2ccccc2S1(=O)=O	-1	-1	0.3	-1	0	0.2	5	i	-7
Cc1nc([N+](=O)[O-])cn1CC(=O)c1ccccc1	-3	0	0.3	0	-6	1.3	7	i	7
COc1ccc(N2CCN(C(=O)c3ccc(Br)cc3)CC2)c([N+](=O)[O-])c1	-1	6	2.3	-7	30	-0.2	5	i	-4
COc1ccccc1-n1ccnc1SCC(=O)NCC1CCCO1 (stereo not drawn)	-1	-2	-0.4	-2	-5	1.5	10	i	6
CCC(CO)NCc1ccc(OCC(O)c2ccccc2)c(OC)c1 (stereo not drawn)	0	6	0.2	1	-3	-0.1	2	i	-11
Cc1ccc(C(=O)OCC(=O)NC(=O)c2cccn2C)cc1	-2	4	0.2	0	-6	1.0	-4	i	12
CNS(=O)(=O)c1ccc(NC(=O)c2csc(C)c2)cc1	0	2	-0.3	-2	-3	0.2	11	i	-21
CS(=O)(=O)N1CCN(C(=O)c2ccncc2)CC1	-2	5	-0.1	0	-6	0.4	0	i	1
CCC[C@@H](CN[C@@H](CNC)C(C)C)NCCCCc1ccccc1	-1	-7	-0.2	1	-7	0.1	0	i	-3
CN(C(=O)COc1ncnc2sccc12)C1CCCCC1	2	9	-0.2	3	-7	1.1	-23	i	-7
CNS(=O)(=O)c1ccc(NC(=O)C2c3ccccc3Oc3ccccc32)cc1	0	-4	-0.9	-2	-6	0.5	18	i	19
CC1CCN(C(=O)CSc2nnc3ccccn23)CC1	0	1	-0.5	-3	-2	1.4	4	i	1
O=C(O)c1ccc(NC(=O)c2cn(-c3ccccc3)nc2-c2ccccc2)cc1	-3	-8	-0.2	0	-2	-0.2	11	i	-5
CC1CCN(C(=O)Oc2ccccc2)CC1	-6	1	-1.0	5	-5	1.5	3	i	-2
C=CCNc1nnc(SCC(=O)N2CCCCC2)c2ccccc12	-2	-11	-0.3	-2	-19	1.0	42	i	17
COc1ccc(-c2ccc3c(N)c(C(=O)NC(C)C)sc3n2)cc1OC	-3	-3	0.3	-2	2	3.4	8	+	4
Cn1cc(CCNC(=O)CCc2nnc(CCCCc3ccccc3)o2)cn1	-3	-6	-0.2	-2	-6	0.9	15	i	-2
CC1=C([N+](=O)[O-])C(c2ccc(Cl)cc2)NC(=O)N1 (stereo not drawn)	-2	2	-0.8	2	5	1.9	-2	i	-6
CC(c1ccccc1)N1C(=O)NC(NC(=O)C(C)(C)C)(C(F)(F)F)C1=O (stereo not drawn)	-3	-9	-0.1	-2	-6	0.1	6	i	8
CCOc1ccc(Nc2cc(C)c3ccccc3n2)cc1	-2	1	-0.7	3	11	2.1	3	·	3
C=CCNCC(O)COc1ccc(C(C)=O)cc1OC (stereo not drawn)	-2	4	-0.9	-1	-3	0.8	8	i	-3
CCOC(=O)c1c(C)n(-c2ccc(C)cc2)c2ccc(OCC(O)CNCCCO)cc12 (stereo not drawn)	0	-1	-0.3	3	-2	-0.5	11	i	2
Cc1ccc(CSc2nnc(NC(=O)C3COc4ccccc4O3)s2)cc1 (stereo not drawn)	-1	1	-0.8	1	11	-1.2	3	i	-5
Cc1ccc(OCCCC(=O)Nc2ccc(Br)cc2)cc1	-8	2	1.0	1	-5	-0.9	1	i	-7
Nc1[nH]nc2nc(-c3ccccc3)[nH]c(=O)c12	-2	-2	-0.6	-1	-7	0.0	-2	i	0
CCNC(=O)C1CCCN(C(=O)c2cc(C)oc2C)CC1 (stereo not drawn)	-2	2	0.0	5	-10	0.2	1	i	-12
CCCOc1ccc(C2C3=C(CCCC3=O)N(CC(=O)O)C3=C2C(=O)CCC3)cc1OCC	-6	-1	-0.7	4	-6	0.6	16	i	10
CC12C(=O)N(NC(=O)c3ccncc3)C(=O)C1C1C=CC2C1 (stereo not drawn)	-5	1	0.5	-3	-10	-0.1	-6	i	5
CC(C)(C)c1ccc(C(=O)Nc2cccc3c(=O)[nH][nH]c(=O)c23)cc1	-11	-6	-1.0	5	2	-0.2	22	·	16
O=C(N=Nc1c(O)[nH]c2ccccc12)c1ccc(CN2CCOCC2)cc1	2	-5	-0.3	-9	-1	6.1*	-10	i	-5

Compound activity: PubChem BioAssay, several laboratories
